GCN5L2 inh – blocks human GCN5L2 histone acetyltransferase; Potency, µM (titrated, usually from 58.9 µM), for the others: top-dose activity change, negative = inhibition, actives largely listed as inhibitors; GCN5L2 HAT assay, ThioGlo1 CoA-SH fluorescence; AID 504327; Q92830; 390,000 compounds, 0.21% hits
Target sequence (Q92830 whole entry, looked up): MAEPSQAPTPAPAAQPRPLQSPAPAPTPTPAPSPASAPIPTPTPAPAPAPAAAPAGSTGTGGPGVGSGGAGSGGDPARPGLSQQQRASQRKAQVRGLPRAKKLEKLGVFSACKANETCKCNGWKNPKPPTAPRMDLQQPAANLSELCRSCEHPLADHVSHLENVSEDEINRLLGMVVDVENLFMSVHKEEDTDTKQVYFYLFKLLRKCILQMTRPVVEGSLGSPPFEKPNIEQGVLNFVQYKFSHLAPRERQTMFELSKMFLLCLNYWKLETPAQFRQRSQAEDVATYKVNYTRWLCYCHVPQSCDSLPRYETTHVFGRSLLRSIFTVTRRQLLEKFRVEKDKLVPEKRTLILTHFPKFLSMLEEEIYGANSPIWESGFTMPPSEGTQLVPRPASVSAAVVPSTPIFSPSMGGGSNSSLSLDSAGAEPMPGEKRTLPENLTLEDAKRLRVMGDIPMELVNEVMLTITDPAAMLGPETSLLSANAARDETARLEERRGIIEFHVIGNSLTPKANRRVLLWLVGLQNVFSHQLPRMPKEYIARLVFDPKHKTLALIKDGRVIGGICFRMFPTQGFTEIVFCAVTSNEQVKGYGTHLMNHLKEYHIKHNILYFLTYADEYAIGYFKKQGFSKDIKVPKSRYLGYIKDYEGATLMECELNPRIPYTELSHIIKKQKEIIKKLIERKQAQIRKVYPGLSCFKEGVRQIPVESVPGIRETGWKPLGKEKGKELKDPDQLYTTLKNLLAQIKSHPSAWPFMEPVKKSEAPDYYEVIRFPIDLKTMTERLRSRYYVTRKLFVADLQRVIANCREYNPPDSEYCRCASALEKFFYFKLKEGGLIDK
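ThioGlo1-coupled HAT assay: 20nM GCN5L2, 70uM acetyl-CoA, 75uM H3(1-25) peptide, pH 7.5. Fluorescence read at 340/540nm at start and after 20 min at room temperature.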
TDP1 cell noCPT – qHTS for Inhibitors of human tyrosyl-DNA phosphodiesterase 1 (TDP1): qHTS in cells in absence of CPT. DT40 Tdp1-/- hTDP1 cells, no CPT, ATP luminescence, 48 h. Potency, µM (top dose mostly 46.2 µM), for the others: top-dose activity change, negative = growth inhibition, most hits filed as inhibitors. 420,000 compounds, 15% hits. AID 686978, 2013; also: nearly all actives have a fitted effect of over 55% in size
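Luminescent ATP content (CellTiter-Glo) served as the growth readout. Knockout chicken DT40 cells expressing human TDP1 were exposed to compounds without camptothecin for a minimum 48 hr at 37 °C.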
DT40 TDP1 CPT – DT40-hTDP1 cell growth loss with CPT; chicken DT40 Tdp1-/-;hTDP1 cells + 20 nM CPT, ATP luminescence, 48 h; Potency, µM (highest dose often 46.2 µM), for the others: top-dose activity change, negative = growth inhibition, usual class: inhibitors; 420,000 compounds, 12% hits; AID 686979; also: nearly all actives have a fitted effect of over 55% in size
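Cell growth measured by CellTiter-Glo luminescence after a minimum 48 h, 37 C compound exposure with 20 nM CPT in Tdp1-knockout DT40 cells stably expressing hTDP1, seeded 400/well; qHTS titration format.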
An asterisk follows results filed as active; ? = inconclusive; . = no result given; & = joins results of further samples; [ ] = remark or other dose. Calls follow the shape of the dose curve; as a rule, active = well fitted curve in the direction sought with a large enough effect; inconclusive = small, poorly fitted or top-dose-only effect, or another doubt; inactive = no such curve, though single readings can be large; an effect the other way counts as inactive or inconclusive. % is scaled to controls: 0 for no effect and ±100 for the full control effect; potency is read from the fitted curve at half-maximal effect. Compounds were not picked by outcome (roughly 18% active in at least one column).

SMILES	GCN5L2 inh	TDP1 cell noCPT	DT40 TDP1 CPT
Cc1cccc(NC(=S)NC2CC3CCCC(C2)N3Cc2cccs2)c1 (stereo not given)	0.9%	23.1µM*	23.1µM*
COc1ccc(NC(=O)CNc2ccc(OC)c(S(=O)(=O)N3CCOCC3)c2)cc1	.	4.1%	-0.7%
COc1ccccc1-n1c(N)cc(=O)nc1SCC(=O)Nc1cc(C)on1	-0.1%	0.8%	-0.2%
CC1C(=O)N(Cc2cn(CCC3OCCO3)nn2)CCS(=O)(=O)N1Cc1ccc(-c2cccc(CO)c2)cc1 (stereo not given)	.	-4.6%	5.9%
Nc1ccn([C@@H]2O[C@H](CNCc3ccc(-c4cc(C(F)(F)F)ccc4Cl)o3)[C@@H](O)[C@H]2O)c(=O)n1	.	4.7%	0.7%
CC(=O)c1ccc(OCC(O)CN2CCC(C)CC2)cc1 (stereo not given)	1.2%	4.9%	8.7%
O=C(Nc1ccc(N2CCOCC2)cc1)C1CC(=O)N(c2ccc(Cl)cc2)C1 (stereo not given)	-2.6%	-15.9%	-22.8%
COc1ccc(Cl)cc1C(=O)Nc1cccnc1Cl	-0.9%	-13.0%	5.9%
COc1ccc(NC2CCCN(Cc3cccc4cnccc34)C2)cc1 (stereo not given)	-1.7%	20.6µM*	?
Cn1c(CC(=O)NN)c(Sc2ccccc2)c2ccccc21	-9.5%	-12.2%	-11.7%
Cc1c(NS(=O)(=O)c2cc([N+](=O)[O-])ccc2Cl)c(=O)n(-c2ccccc2)n1C	.	-4.6%	-11.5%
O=C(COc1ccc2ccccc2c1)NCCNC(=O)COc1ccc2ccccc2c1	-21.1%[0.501 µM]	?	?
CCCCNC(=O)NS(=O)(=O)c1ccc(C(=O)OC(C)C)o1	31.1%[activator]	-10.9%	-6.0%
CCOC(=O)c1ccc(NC(=O)C2CCCN(c3ccc(Sc4ccc(C)cc4)nn3)C2)cc1 (stereo not given)	-10.0%	8.2µM*	?
CCCCOc1cccc(C(=O)Nc2cccc3ccc(C)nc23)c1	2.7%	23.1µM*	?

4 compounds from above, limited to GCN5L2 inh:
Compound	GCN5L2 inh
COc1ccccc1-n1c(N)cc(=O)nc1SCC(=O)Nc1cc(C)on1	-0.1%
CC(=O)c1ccc(OCC(O)CN2CCC(C)CC2)cc1 (stereo not given)	1.2%
CCOC(=O)c1ccc(NC(=O)C2CCCN(c3ccc(Sc4ccc(C)cc4)nn3)C2)cc1 (stereo not given)	-10.0%
CCCCOc1cccc(C(=O)Nc2cccc3ccc(C)nc23)c1	2.7%

Next entries
SMILES	GCN5L2 inh	TDP1 cell noCPT	DT40 TDP1 CPT
CCOC(=O)/C(C#N)=C/c1cc(C)n(-c2ccccc2)c1C	-6.6%	20.6µM*	16.4µM*
O=C(CC1C(=O)N(c2ccccc2)C(=O)N1Cc1ccc(F)cc1)Nc1cccc(F)c1 (stereo not given)	0.2%	23.1µM*	?
CCc1csc(CNC(=O)C2CCC(=O)N(Cc3cccc(F)c3)C2)n1 (stereo not given)	-5.7%	-9.6%	1.2%
CCn1cc(S(=O)(=O)c2ccc(Cl)cc2)c(=O)c2cc(F)c(N3CCOCC3)cc21	-0.2%	16.4µM*	25.9µM*
CC(=O)NCC(O)c1ccc([N+](=O)[O-])cc1 (stereo not given)	-4.2%	0.6%	-3.3%
Cc1csc(=O)n1CC(=O)Nc1ccc(Cl)c(Cl)c1	0.2%	4.3%	-28.7%
Cc1ccc(Nc2c(-c3ccccn3)nc3cc(C)ccn23)cc1	-2.0%	2.91µM*	4.61µM*
Cc1ncc2c(c1CNS(=O)(=O)N(C)C)CCN(C(=O)/C=C/c1cccc(F)c1)C2	.	-18.4%	-12.4%[9.04 µM]
CCN1CCN(CC(=O)Nc2cc(F)ccc2C)CC1	-23.0%[0.501 µM]	-12.6%	-0.1%
CC(=O)c1ccc(N2CCC(C(=O)O)CC2)cc1	-11.2%	-0.3%	4.8%
Cc1cc(C)cc(NC(=O)C(OC(=O)c2cc[n+]([O-])cc2)c2ccccc2)c1 (stereo not given)	-2.6%	9.7%	?
C[C@H](CO)N1C[C@H](C)[C@@H](CN(C)S(=O)(=O)c2cn(C)cn2)Oc2ccc(NC(=O)Nc3ccccc3)cc2C1=O	-1.4%	-10.7%	?
O=C(COC(=O)COc1ccc(Br)cc1)NNC(=O)c1ccccc1	-4.3%	?	-0.8%
COc1ccc(OCC(=O)Nc2ccccc2C(=O)Nc2ccc(C(=O)O)cc2)cc1	?	-9.5%	-0.5%
O=C(CNC(=O)c1ccc(Cl)cc1Cl)OCc1ccccc1	-9.5%	-1.2%	?

Reprinted from the results shown for reference:
SMILES	GCN5L2 inh	TDP1 cell noCPT	DT40 TDP1 CPT
CCOC(=O)/C(C#N)=C/c1cc(C)n(-c2ccccc2)c1C	-6.6%	20.6µM*	16.4µM*
O=C(CC1C(=O)N(c2ccccc2)C(=O)N1Cc1ccc(F)cc1)Nc1cccc(F)c1 (stereo not given)	0.2%	23.1µM*	?
CCc1csc(CNC(=O)C2CCC(=O)N(Cc3cccc(F)c3)C2)n1 (stereo not given)	-5.7%	-9.6%	1.2%

Following part.
SMILES	GCN5L2 inh	TDP1 cell noCPT	DT40 TDP1 CPT
CCCOc1ccc(/C(O)=C2/C(=O)C(=O)N(CCN(C)C)C2c2ccc(OC)c(OC)c2)cc1 (stereo not given)	-5.5%	-12.4%	-7.9%
CCOC(=O)CN1C(=O)S/C(=C/c2ccc(OC)c([N+](=O)[O-])c2)C1=O	-4.7%	?	-20.9%
COc1ccc(C(=O)N(CN2CCCC2=O)c2ccc(C)cc2)cc1	?	14.6µM*	?
Cc1ccc(NC(=O)C2CCCN2S(=O)(=O)c2ccc3nc(-c4ccccc4)[nH]c3c2)cc1F (stereo not given)	-17.1%	10.3µM*	18.4µM*
CCN1CCN(S(=O)(=O)c2ccc(Cl)c(C(=O)NCCOc3ccc(C)cc3)c2)CC1	-4.4%	-28.7%	?
Cc1[nH]c(C)c(C(=O)/C=C/c2ccc([N+](=O)[O-])cc2)c1C	-3.5%	23.1µM*	16.4µM*
CC(C)(C)c1ccc(OCCNC(=S)Nc2ccccc2)cc1	-1.2%	5.8µM*	2.91µM*
Cc1ccc(Cn2ccc(NC(=O)c3cc(-c4ccc(Br)cc4)on3)n2)cc1	4.2%	2.2%	?
Cc1cc(N2CCC(C(=O)NCCC(C)C)CC2)n2nc(C)c(-c3ccc(Cl)cc3)c2n1	1.1%	-17.3%	2.8%
NC(=O)C1CCN(C(=O)c2ccc3c(=O)n(Cc4cccc(Br)c4)c(=S)[nH]c3c2)CC1	-7.6%	-19.8%	-0.9%
Cc1ccc(CNC(=O)Cn2cc(S(=O)(=O)Cc3ccccc3Cl)c3ccccc32)cc1	-9.8%	14.6µM*	18.4µM*
COc1ccc(C)cc1S(=O)(=O)N(C)CC(=O)N1CCCCCC1	-1.8%	-15.5%	-4.8%
CC(C)CNS(=O)(=O)c1ccc(CCC(=O)Nc2ccc3c(c2)OCO3)cc1	1.1%	-24.8%	-22.5%
CN(Cc1cnccn1)Cc1c(C(=O)N2CCc3ccccc3C2)nc2ccc(Cl)cn12	-6.2%	-17.6%	-20.2%
Cc1ccc(CNC(=O)COC(=O)c2ccc(S(=O)(=O)N3CCCC3)cc2)cc1	1.2%	-7.9%	-1.4%
C/C(=N/Nc1nc(-c2ccccc2)cc(-c2ccc(F)cc2)n1)c1cccc(N)c1	-27.3%	?	?
CC(C)(C)n1ncc2c(=O)n(CC(=O)Nc3ccccc3)cnc21	-5.7%	-28.3%	-26.9%
CCOC(=O)c1ccc(CC(=O)c2ccc(O)c(O)c2O)o1	-11.7%	?	?
Cc1nc(Cl)c(C(=O)NCCC(C)C)c(C)c1[N+](=O)[O-]	-1.1%	?	2.1%
O=C1C2CCCCC2C(=O)N1c1ccc(S(=O)(=O)Nc2ncccn2)cc1 (stereo not given)	-3.1%	5.2%	-17.0%
O=C(COC(=O)c1nc(Cl)ccc1Cl)NC1CCS(=O)(=O)C1 (stereo not given)	3.9%	-10.5%	-2.0%
O=C(NCc1ccncc1)[C@@H]1CCCN1C(=O)[C@@H]1CCCN1	.	-4.7%	3.9%
COc1ccc(-c2c3c(=O)n(C)c(=O)n(C)c3c3n2-c2ccccc2NC3c2ccco2)cc1 (stereo not given)	-3.2%	?	14.6µM*
COCCCNC(=S)NC(=O)c1ccc([N+](=O)[O-])cc1	1.6%	-23.1%	-23.2%
CCOC(=O)c1[nH]cnc1C(=O)Nc1ccc(F)cc1	-2.5%&-2.0%	-18.4%&1.2%	1.2%&-1.1%
O=C(/C=C/c1ccc(F)cc1)Nc1cccc(S(=O)(=O)Nc2cccc(C(F)(F)F)c2)c1	2.6%	8.2µM*	14.6µM*
CCOc1ccc(NC(=O)CN(C)C(=O)c2cc(-c3ccco3)nc3ccccc23)cc1OCC	.	18.4µM*	18.4µM*
O=C(CCSc1ccc(Br)cc1)Nc1cccnc1	-4.1%	23.1µM*	13.9%
COc1ccc(C(=O)/C=C/c2ccc(OC(=O)c3cc(OC)c(OC)c(OC)c3)cc2)cc1	-3.2%	20.6µM*	?
COc1ccc(-c2sc(Nc3cccc4ccccc34)n[n+]2C)c(C)c1C	.	-19.2%	?

Copied from the list:
In DT40 TDP1 CPT, `O=C(NCc1ccncc1)[C@@H]1CCCN1C(=O)[C@@H]1CCCN1` is listed with 3.9%
In GCN5L2 inh, `COc1ccc(-c2c3c(=O)n(C)c(=O)n(C)c3c3n2-c2ccccc2NC3c2ccco2)cc1` (stereo not given) is listed with -3.2%

Single records (already shown).
O=C(CCSc1ccc(Br)cc1)Nc1cccnc1 is listed with GCN5L2 inh: -4.1%; TDP1 cell noCPT: 23.1µM*; DT40 TDP1 CPT: 13.9%
COc1ccc(-c2sc(Nc3cccc4ccccc34)n[n+]2C)c(C)c1C is listed with GCN5L2 inh: .; TDP1 cell noCPT: -19.2%; DT40 TDP1 CPT: ?
O=C(/C=C/c1ccc(F)cc1)Nc1cccc(S(=O)(=O)Nc2cccc(C(F)(F)F)c2)c1 is listed with GCN5L2 inh: 2.6%; TDP1 cell noCPT: 8.2µM*; DT40 TDP1 CPT: 14.6µM*

(list continues)
SMILES	GCN5L2 inh	TDP1 cell noCPT	DT40 TDP1 CPT
O=C1c2ccccc2C(=O)N1CCCCc1cn(C[C@H]2CC[C@H](Cn3cc(CCCCN4C(=O)c5ccccc5C4=O)nn3)O2)nn1	-3.8%	20.6µM*	?
COc1ccc(C(=O)c2c(C)oc3ccc(O)c(CN4CCOCC4)c23)cc1	-13.3%	18.4µM*	?
COc1cc(C)ccc1S(=O)(=O)NC(=O)Cn1nnc(COc2ccc3c(c2)CCCC3)c1C	.	0.3%	0.1%
O=C(N/N=C/c1ccccc1F)NC1CCCCC1	-0.2%	-20.8%	-0.5%
Cc1cc(C(F)F)nn1CC(=O)NC1CCCCCC1	-1.7%	2.1%	3.4%
Cc1ccc2nc(NC(=O)CCCC(=O)O)sc2c1	-0.7%	?	-2.2%
COc1ccc(/C=N/NC(=O)c2nnn(-c3nonc3N)c2CN(C)C2CCCCC2)cc1	-3.8%	13.9%	5.9%
O=C(O)c1cnn(-c2ccccc2)c1-c1ccncc1	-22.7%	-3.4%	-6.2%
COc1ccc(OC)c(CNC(=O)C2CCN(c3nc4ccccc4nc3C(F)(F)F)CC2)c1	-4.2%	1.0%	-11.2%
O=C(N/N=C/c1ccc(N2CCOCC2)cc1)c1ccc(NS(=O)(=O)c2cccs2)cc1	-0.2%	?	2.2%
COc1cccc2cc(C(C)N(CCCN3CCOCC3)C(=S)Nc3cccc(C)c3C)oc12 (stereo not given)	-2.1%	-7.3%	-2.7%
O=C1NCCCC2c3c(cc(Br)c(O)c3Br)OC12N1CCOCC1 (stereo not given)	-0.8%	-2.4%	-13.2%

Bioassay records from PubChem BioAssay.
